# Screening data as filed in PubChem.
# Eya2 phos inh: qHTS Assay for Inhibitors of the Phosphatase Activity of Eya2; recombinant Eya2, OMFP fluorescence dephosphorylation (OMFP is methylfluorescein phosphate); AID 488837, 2010; 330,000 compounds, 0.006% hits; Potency, µM (titrated, usually from 76.9 µM), for the others: at the highest dose activity, negative = inhibition, most hits filed as inhibitors; Protein phosphatase EYA2 (Homo sapiens), O00167; note: potency is the fitted concentration of half-maximal effect; % is set by controls: 0 for no effect and ±100 for the full control effect
#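 Eya2 (0.2 uM) preincubated 10 min at ambient with compound, then OMFP substrate added at 50 uM; 10 min reaction in 50 mM HEPES pH 7.5, 50 mM NaCl, 5 uM MgCl2, 0.05% BSA, 1 mM DTT. Fluorescence read at Ex 485/Em 525 nm.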
# PTAP TSG101 blk: qHTS Assay for Iinhibitors of HIV-1 Budding by Blocking the Interaction of PTAP/TSG101. Tumor susceptibility gene 101 protein (Homo sapiens), Q99816. Fluorescence polarization, FITC-PTAP peptide / Tsg101 binding. Potency, µM (titrated, usually from 115 µM), for the others: at the top dose activity change, negative = inhibition, most hits filed as inhibitors. 340,000 tested, under 10 active. AID 493005, 2010; active = well fitted inhibition curve with a large enough effect in the main read-out, with a control signal flat, not every such curve was filed as active; inconclusive = small, poorly fitted or top-dose-only effect, or effect the other way, or a change in a side signal; inactive = no such curve, though single readings can be large or run the other way; note: potency is the fitted concentration of half-maximal effect; % of control where 0% means no effect
# Target sequence (Q99816 whole entry, looked up): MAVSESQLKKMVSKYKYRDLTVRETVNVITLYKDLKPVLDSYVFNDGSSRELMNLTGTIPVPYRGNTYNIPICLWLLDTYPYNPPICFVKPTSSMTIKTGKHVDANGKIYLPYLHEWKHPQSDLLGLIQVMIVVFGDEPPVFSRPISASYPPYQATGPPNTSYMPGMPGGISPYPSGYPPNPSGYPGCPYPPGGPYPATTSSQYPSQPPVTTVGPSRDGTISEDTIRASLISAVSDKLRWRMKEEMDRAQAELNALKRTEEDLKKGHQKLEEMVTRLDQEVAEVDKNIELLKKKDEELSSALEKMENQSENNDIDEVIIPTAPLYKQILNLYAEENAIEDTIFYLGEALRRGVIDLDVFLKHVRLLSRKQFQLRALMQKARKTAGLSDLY
#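 Fluorescence anisotropy tracks displacement of a FITC-tagged PTAP peptide (50 nM) from the Tsg101 binding domain (10 uM), following a 20 min room-temperature incubation at pH 7.5.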
# TCR act: Activators of T cell receptors: qHTS campaign. primary human leukocytes, anti-CD3, IL-2 HTRF, 48 h. Potency, µM (doses to about 9.22 µM), for inactives: top-dose activation of IL-2 secretion, hits mostly activators. 330,000 tested, under 10 active; note: % of control where 0% means no effect
#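 Compounds are tested in HTS on primary human leukocytes co-incubated with a-CD3 beads for 48 hr. IL-2 output is measured by time-resolved FRET.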
# Mito fusion act: qHTS Assay for Small Molecule Inhibitors of Mitochondrial Division or Activators of Mitochondrial Fusion; AID 485298, 2010; 320,000 compounds, 0.23% hits; Potency, µM (highest dose often 46.1 µM), inactives show at the highest dose growth rescue (activation), hits mostly activators; S. cerevisiae fusion-defective mutant growth rescue, CellTiterGlo 48 h;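 note: potency is the fitted concentration of half-maximal effect; % of control where 0% means no effect; nearly all actives have a fitted effect of over 45% in size; temperature-sensitive fusion mutants such as fzo1-1 at 37 °C on non-fermentable ethanol glycerol medium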
#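 Read-out: ATP-based luminescence (CellTiterGlo, 10 min ambient) reporting growth of fusion-defective ts yeast after 48 hours at 37C on glycerol/ethanol YPEG medium in the presence of compound.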
# ASM inhibitor: Inhibitors of Secretory Acid Sphingomyelinase (S-ASM): qHTS; Sphingomyelin phosphodiesterase (Homo sapiens), P17405; placental ASM, HMU-PC fluorogenic substrate, 60 min; Potency, µM (highest dose often 57.5 µM), without a hit: at the highest dose activity change, negative = inhibition, most hits filed as inhibitors; 340,000 compounds, 0.006% hits; note: potency is the fitted concentration of half-maximal effect
#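 qHTS format. ASM enzyme prepared from human placenta hydrolyses the fluorogenic substrate HMU-PC0 (9 uM final) over 60 min at 37 °C after a 10 min compound preincubation.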
# TSHR antag: Antagonists of the Thyroid Stimulating Hormone Receptor: HTS campaign; 330,000 compounds, 0.2% hits; activity change, negative = inhibition, % at 11.5 µM; TSHR-expressing cells, TSH-stimulated cAMP HTRF, 2 h; stronger effect = lower value;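 active = activity change below a set negative limit, meaning inhibition stronger than a set level, cut at about -70% in these data; inconclusive = activity change between two set negative limits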; note: % is set by controls: 0 for no effect and ±100 for the full control effect
#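 Freshly harvested TSHR cells receive pin-tooled compound, then EC80 TSH at 4nM final. After 2 hours at 37 deg C, antibody in lysis buffer and cAMP-d2 are added; 30 minutes at ambient temperature precede the HTRF read.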
# Tb PFK inh: qHTS Assay to Find Inhibitors of T. brucei phosphofructokinase | Potency, µM (series often up to 57.5 µM), without a hit: at the highest dose activity, negative = inhibition, most hits filed as inhibitors | 330,000 compounds, 0.17% hits | T. brucei PFK, ADP-Glo luminescence | AID 485367, 2010 | ATP-dependent 6-phosphofructokinase (Trypanosoma brucei brucei), O15648;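 note: potency is the fitted concentration of half-maximal effect; 0% = uninhibited 1x PFK enzyme wells and -100% = no-enzyme wells; nearly all actives have a fitted effect of over 60% in size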
# Target sequence (O15648 whole entry, looked up): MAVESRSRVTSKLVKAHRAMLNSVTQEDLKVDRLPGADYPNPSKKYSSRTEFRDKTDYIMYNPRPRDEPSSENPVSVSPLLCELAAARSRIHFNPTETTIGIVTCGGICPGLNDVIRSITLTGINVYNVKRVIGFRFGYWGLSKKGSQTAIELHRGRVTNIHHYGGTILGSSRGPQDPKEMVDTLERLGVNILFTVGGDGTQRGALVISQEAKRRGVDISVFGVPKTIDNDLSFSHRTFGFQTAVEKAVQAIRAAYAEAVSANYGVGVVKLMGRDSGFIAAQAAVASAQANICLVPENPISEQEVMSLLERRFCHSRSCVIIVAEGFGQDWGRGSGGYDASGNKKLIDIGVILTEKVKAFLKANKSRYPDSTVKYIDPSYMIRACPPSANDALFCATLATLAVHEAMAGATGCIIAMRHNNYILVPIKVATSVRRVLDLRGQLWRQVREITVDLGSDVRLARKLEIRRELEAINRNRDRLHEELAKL
#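 1.25 nM PFK with 0.5 mM F6P and 0.1 mM ATP in 0.1 M TEA pH 8.0, 5 mM MgCl2, incubated 45 min at room temperature; ADP measured by ADP-Glo luminescence; compounds titrated up to 57 uM.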
# a7 integrin act: qHTS for Activators of Integrin-Mediated Alleviation for Muscular Dystrophy; Potency, µM (doses to about 38.3 µM), without a hit: top-dose activation, most hits filed as activators; alpha7betagal myoblasts, beta-gal FDG fluorescence, 48 h; AID 624291, 2012; 350,000 compounds, 0.064% hits;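 note: potency is the fitted concentration of half-maximal effect; 100% = response of the positive control SU9516; nearly all actives have a fitted effect of over 60% in size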
#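 Alpha7betagal+/- myoblasts (passage 13) were plated 16-24 hr, then exposed to compounds (1:260 dilution of DMSO stock) for 48 hours at 37C. After MPER lysis, β-galactosidase reporter activity was read as FDG fluorescence (ex 480/em 540) after 30 minutes.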
# ELG1 DNA repair: qHTS screen for small molecules that inhibit ELG1-dependent DNA repair in human embryonic kidney (HEK293T) cells expressing luciferase-tagged ELG1; HEK293T ELG1-luciferase reporter, luminescence, 16 h; DNA damage induced by 5-fluorouridine; Potency, µM (highest dose often 46.1 µM), for inactives: at the highest dose activity change, negative = inhibition, hits mostly inhibitors; 330,000 compounds, 2.3% hits; AID 504467, 2011; note: potency is the fitted concentration of half-maximal effect; % is set by controls: 0 for no effect and ±100 for the full control effect; nearly all actives have a fitted effect of over 55% in size
#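 HEK293T cells expressing luciferase-tagged ELG1 (2,000/well) received 5-Fluorouridine plus compound or DMSO for 16 hr at 37 °C. Luciferase was read by ONE-Glo luminescence after 30 min at room temperature.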
# BCR signal inh: qHTS Assay to Find Inhibitors of Chronic Active B-Cell Receptor Signaling; 340,000 compounds, 0.05% hits; ABC-DLBCL IkBa-CBG/CBR reporter, luminescence ratio, 4 h; Potency, µM (titrated, usually from 46.1 µM), without a hit: at the top dose ratio change, negative = lower green/red ratio, most hits filed as inhibitors; AID 493014, 2011; active = well fitted inhibition curve with a large enough effect in the signal ratio, with a control signal flat, not every such curve was filed as active; inconclusive = small, poorly fitted or top-dose-only effect, or effect the other way, or a change in a side signal; the % refers to the signal ratio;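 note: potency is the fitted concentration of half-maximal effect; plate controls were basal doxycycline-induced cells for no effect and cells given 10 µM MG132 for full effect; MG132 reads +100%, hits lower the ratio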
#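 TMD8 ABC-DLBCL cells carrying doxycycline-inducible green luciferase fused to IkappaBalpha plus unfused red luciferase were exposed to compounds (up to 46 uM) for 4 hrs at 37C. Activity came from the overlap-corrected green/red luminescence ratio.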
# AT treatment: qHTS Assay for Identifying a Potential Treatment of Ataxia-Telangiectasia. Potency, µM (series often up to 57.5 µM), inactives show top-dose activation, hits mostly activators. […] A-T fibroblasts, KAP-1 phosphorylation AlphaLISA; neocarzinostatin DNA damage 30 min before lysis. 320,000 compounds, 0.19% hits; note: potency is the fitted concentration of half-maximal effect; % of control where 0% means no effect; nearly all actives have a fitted effect of over 45% in size
#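 ATM-like activity read as KAP-1 phosphorylation via AlphaLISA donor/acceptor antibody pairs after lysis and 6 hr at 25C. Cells were ATM-null patient fibroblasts ([…], hTERT), dosed 60 min, then exposed to the DSB inducer NCS for 30 min.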
# * hit, by the source's call; ? = inconclusive; . = not tested or not shown; [ ] = remark or other dose. Unless noted, calls come from the whole dose curve; as a rule, active = well fitted curve in the direction sought with a large enough effect; inconclusive = small, poorly fitted or top-dose-only effect, or another doubt; inactive = no such curve, though single readings can be large; an effect the other way counts as inactive or inconclusive.
mol	Eya2 phos inh	PTAP TSG101 blk	TCR act	Mito fusion act	ASM inhibitor	TSHR antag	Tb PFK inh	a7 integrin act	ELG1 DNA repair	BCR signal inh	AT treatment
O=C(Cc1csc(NC(=O)Nc2ccc(Cl)cc2)n1)NCc1cccnc1	-9%	0%	-6%	-7%	-2%	-3	7%	14%	?	8%	-3%
O=C1C(Cl)=C(N2CCCCC2)C(=O)N1c1ccccc1	-7%	-8%	1%	2%	1%	-13	?	-51%[inhibitor]	21%	1%	18%
CCN(CC)S(=O)(=O)c1ccc(N2CCOCC2)c(NC(=O)Cc2ccccc2F)c1	-7%	5%	-2%	2%	3%	-4	3%	0%	18µM*	-2%	-1%
Cc1noc(C)c1COC(=O)c1ccccc1NC(=O)Cc1ccccc1	9%	0%	-11%	1%	-4%	-7	0%	3%	?	-3%	3%
O=S1(=O)CCC(N=Nc2c(O)n(Cc3ccccc3)c3ccccc23)C1 (centres undefined)	-2%	-5%	8%	-12%	-15%	-5	2%	-21%	0%	?	-3%
COc1ccc(OCCCC(=O)Nc2cccnc2)cc1	10%	1%	7%	-3%	1%	3	-3%	-19%	-16%	1%	1%
N#C/C(C(N)=O)=c1/ccc2c(c1)N1C3=C(CCCC3)CC3CCCCC31N=2 (centres undefined)	-13%	?	6%	20%[9.22 µM]	-8%	-32	-3%	11%	21µM*	?	-5%
CCCC(=O)Nc1c2c(nn1-c1ccc(C)cc1)CS(=O)(=O)C2	8%	-1%	0%	5%	0%	-7	-8%	0%	-10%	0%	-5%
CCN1C(=O)[C@@H]2[C@@H](c3ccc(-c4ccc(OC)cc4)c(OC)c3)N3CCC[C@@]3(C(=O)OC)[C@@H]2C1=O	-24%	-5%	8%	0%	-6%	-7	-8%	-6%	9%	0%	0%
Cc1cc(C)nc(Nc2n[nH]c(-c3cccc4ccccc34)n2)n1	2%	0%	3%	2%	-10%	-11	-2%	16%	?	?	-7%
CC(C)(C)NCC(O)(c1ccc(Cl)cc1)c1ccc(Cl)cc1	-1%	-1%	-4%	1%	-2%	3	-4%	-53%[inhibitor]	-26%	?	5%
CCCCCCCNC(=O)C1(CC2CC(c3ccc(Cl)cc3)=NO2)CCN(C(=O)CCCCCBr)CC1 (centres undefined)	-9%	-3%	4%	-2%	-25%	28	-3%	-1%	?	?	-20%
CCOc1cc(CNCc2ccccn2)cc(Cl)c1OCC	-4%	5%	5%	-12%	4%	-3	-2%	0%	-7%	-1%	2%
Cc1cc(SCC(=O)c2cccs2)n2nc(C)c(-c3ccccc3)c2n1	-8%	-1%	2%[46.1 µM]	17%	-7%	-8	1%	-21%	?	-4%	.
Cc1sc2nc(CSC(C)C(=O)NC3(C#N)CCCCC3)[nH]c(=O)c2c1C (centres undefined)	-3%	2%	-4%	-2%	6%	0	-6%	12%	3%	7%	-7%
CCCCN(C)CCCNC(=O)CC1Oc2ccccc2NC1=O (centres undefined)	-1%	-7%	0%[46.1 µM]	-5%	-4%	5	3%	4%	16%	-17%	13%
O=C(NCCCn1ccnc1)C(=O)c1cn(CC(=O)N2CCCCCC2)c2ccccc12	-7%	0%	-8%	-1%	-3%	35	-3%	8%	12%	-23%	6%
Cc1cc(=O)oc2c3c(cc(OCC(=O)NCCCn4ccnc4)c12)OC(C)(C)CC3	-8%	-2%	2%	-3%	41%	17	1%	-19%	15%	3%	-3%
N#CC(CC(=O)c1ccc(F)cc1)c1ccc2c(c1)OCO2 (centres undefined)	1%	-2%	-16%	-4%	6%	-2	4%	-11%	1%	-1%	-37%
COc1ccc(Cn2c(=S)[nH]c3cc(C(=O)NCc4cccnc4)ccc3c2=O)cc1	0%	-2%	-1%	-4%	-2%	-12	7%	?	-13%	-2%	0%
CCOc1ccc(N(CC(=O)NC2CCCC2)S(=O)(=O)c2c(C)[nH]c(=O)[nH]c2=O)cc1	9%	-1%	8%	-3%	-4%	5	-11%	-15%	6%	-1%	8%
CCOC(=O)c1csc(NC(=O)CN2CCCCC2)n1	-2%	-5%	4%	4%	1%	-2	5%	-19%	1%	7%	-5%
COc1ccc2[nH]c3nc(SCC(=O)Nc4cccc(NC(C)=O)c4)nnc3c2c1	-8%	-4%	-24%	-1%	-3%	3	-9%	19%	-3%	-4%	-2%
CCC(C)Nc1nc2c(c(=O)n(C)c(=O)n2C)n1Cc1ccc(Cl)cc1 (centres undefined)	-13%	-7%	-5%	?	-8%	-1	-4%	17%	?	?	-65%[inhibitor]

# Two compounds drawn at random from the list so far:
mol	Eya2 phos inh	PTAP TSG101 blk	TCR act	Mito fusion act	ASM inhibitor	TSHR antag	Tb PFK inh	a7 integrin act	ELG1 DNA repair	BCR signal inh	AT treatment
CCOC(=O)c1csc(NC(=O)CN2CCCCC2)n1	-2%	-5%	4%	4%	1%	-2	5%	-19%	1%	7%	-5%
CCC(C)Nc1nc2c(c(=O)n(C)c(=O)n2C)n1Cc1ccc(Cl)cc1 (centres undefined)	-13%	-7%	-5%	?	-8%	-1	-4%	17%	?	?	-65%[inhibitor]

# (next part)
mol	Eya2 phos inh	PTAP TSG101 blk	TCR act	Mito fusion act	ASM inhibitor	TSHR antag	Tb PFK inh	a7 integrin act	ELG1 DNA repair	BCR signal inh	AT treatment
COc1ccc(N2CCN(C3CC(=O)NC3=O)CC2)cc1 (centres undefined)	-1%	0%	-3%	-7%	3%	-6	?	0%	-3%	-1%	-3%
Cc1ccc2c(c1)c1c(n2CC(O)Cn2ccnc2C)C(=O)CCC1 (centres undefined)	-2%	-2%	-3%[46.1 µM]	-5%	122%[activator]	-4	-4%	-23%	-8%	-9%	-1%
CCCCn1c(N)c(N(CC(C)C)C(=O)c2ccc(F)c(S(=O)(=O)N3CCOCC3)c2)c(=O)[nH]c1=O	-9%	1%	-6%	-5%	12%	7	6%	16%	12%	-5%	0%
Cc1ccc(N(CC(=O)NC2CCCCCC2)S(=O)(=O)c2c(C)nn(C)c2C)cc1	5%	-2%	-4%	5%	2%	-4	0%	17%	-1%	5%	1%
COC(=O)c1ccc(CSc2nncn2C)cc1	-5%	-2%	1%	2%	1%	5	-2%	40%	?	?	5%
Cc1nc(C)c(CC(=O)N2CCc3c([nH]c4ccccc34)C2c2ccccn2)s1 (centres undefined)	-9%	0%	5%	-7%	19%	9	-5%	-6%	?	?	2%
Cc1ccc(/C=N/NS(=O)(=O)c2ccc([N+](=O)[O-])cc2)o1	4%	-1%	-7%[46.1 µM]	-2%	1%	9	-2%	-5%	?	?	-4%
CC1CCCN(Cc2nc3c(c(=O)n(C)c(=O)n3C)n2CC(=O)c2ccccc2)C1 (centres undefined)	-2%	38%[activator]	-5%	-3%	7%	-6	-5%	-27%	?	-1%	-3%
COc1cc2c(C#N)c(N3CCc4ccccc4C3)nc(N)c2c(N)n1	6%	-3%	8%	-30%[inhibitor]	165%[activator]	14	0%	-12%	?	23%	3%
COc1ccc(-c2nnn(CC(=O)c3ccccc3)n2)cc1OC	-10%	-10%	1%	4%	0%	1	-5%	3%	-29%	-15%	28%
CCC(C)N(C(=O)CSc1nnc(-c2cccs2)n1C1CC1)C1CCS(=O)(=O)C1 (centres undefined)	-16%	-6%	-5%	-4%	1%	6	-1%	-2%	14%	?	-2%
